CHRM1 antagonist: antagonists of human M1 muscarinic receptor. CHO-K1 hM1, Fluo-8 calcium fluorescence, ACh EC80 antagonist. hit rate 1.3% among 360,000. inhibition, % at 3 µM. P11229. AID 588852;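 active = percent inhibition above its own plate's cutoff, namely the mean of that plate's compound wells plus 3 SD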;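 note: peak over basal fluorescence ratio during 140 s after agonist addition; 0% = ACh EC80 plus DMSO and 100% = DMSO alone without agonist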
Target sequence (P11229 whole entry, looked up): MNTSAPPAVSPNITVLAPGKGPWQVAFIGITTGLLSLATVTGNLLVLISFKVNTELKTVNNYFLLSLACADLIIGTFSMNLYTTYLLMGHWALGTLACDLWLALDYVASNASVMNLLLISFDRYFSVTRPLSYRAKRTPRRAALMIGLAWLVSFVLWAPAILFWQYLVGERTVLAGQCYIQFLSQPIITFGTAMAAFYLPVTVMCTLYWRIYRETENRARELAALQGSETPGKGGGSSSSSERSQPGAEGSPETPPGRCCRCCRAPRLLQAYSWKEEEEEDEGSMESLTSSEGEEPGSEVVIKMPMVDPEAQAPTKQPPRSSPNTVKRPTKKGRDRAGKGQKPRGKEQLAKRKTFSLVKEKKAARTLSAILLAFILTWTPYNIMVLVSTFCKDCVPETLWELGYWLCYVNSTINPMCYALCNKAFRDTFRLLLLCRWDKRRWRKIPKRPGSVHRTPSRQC
CHRM1 agonist: activates human CHRM1 receptor | CHO-K1 hM1, Fluo-8 calcium fluorescence, agonist mode; 0% DMSO, 100% acetylcholine EC100 | hit rate 0.33% among 360,000 | AID 588814 | P11229 | activation, % at 3 µM;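 active = activation above the run's mean compound activation plus 3 SD, cut at about 16% in these data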;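 note: peak over basal fluorescence ratio within a 140 s kinetic read after compound addition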
OXTR potentiate: human OXTR potentiation | P30559 | CHO-OTR cells, Fluo-8 calcium fluorescence, potentiator mode; 0% = oxytocin EC15, 100% = EC100 | activation, % at 3 µM | hit rate 0.061% among 320,000 | AID 2445;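 active = activation above that plate's cutoff, the mean activation of tested compounds plus 3 SD, cut at about 6.6% in these data, passing the limit was not always enough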;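 note: 100% uses oxytocin at 75 nM as the full agonist control; some results filed as inactive read as strong as hits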
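test system = CHO-OTR cells, human receptor | compound = single-point 3.0 µM | schedule = 6 min compound pre-incubation at room temperature, 100 s kinetic read | signal = Fluo-8 no-wash calcium dye fluorescence, excitation 470-495 nm, emission 515-575 nm | repeats = single well per compound, singlicate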
CHO parental Ca: counter-screen: ATP calcium response change in parental CHO cells; parental CHO-K1, ATP-induced calcium, Fluo-8 fluorescence; inhibition, % at 5.6 µM; hit rate 0.63% among 330,000; AID 463079;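 active = inhibition above that plate's mean sample inhibition plus 3 SD, cut at about 26% in these data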;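 note: 0% = ATP-challenged DMSO wells and 100% = DMSO wells without ATP; some compounds past the cut are filed as inactive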
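Test system: parental CHO cells; detection: calcium-sensitive Fluo-8 fluorescence; evaluation: percent inhibition of calcium signal; also added: ATP as calcium-mobilizing challenge; repeats: one well per compound; control set: ATP-challenged DMSO wells low, unchallenged DMSO wells high; compound: single nominal dose of 5.6 µM per compound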
M1 ag parental: nonselective activator or artifact in parental CHO-K1 cells | Fluo-8 calcium fluorescence; scaled to maximal ATP response, vehicle zero | activation, % at 3 µM | hit rate 0.48% among 360,000 | AID 602248; in the data active = activation above about 15%;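 note: untransfected CHO-K1 host cells lacking M1 receptor as counterscreen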
TAAR1 agonist: agonists of human TAAR1; Q96RJ0; CHO RD-HGA16 TAAR1, Fluo-8 calcium fluorescence; vehicle wells 0%, saturating PEA agonist 100%; activation, % at 3 µM; hit rate 0.99% among 360,000;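 active = activation above the mean activation of all test compounds in the run plus 3 SD, cut at about 38% in these data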
Target sequence (Q96RJ0 whole entry, looked up): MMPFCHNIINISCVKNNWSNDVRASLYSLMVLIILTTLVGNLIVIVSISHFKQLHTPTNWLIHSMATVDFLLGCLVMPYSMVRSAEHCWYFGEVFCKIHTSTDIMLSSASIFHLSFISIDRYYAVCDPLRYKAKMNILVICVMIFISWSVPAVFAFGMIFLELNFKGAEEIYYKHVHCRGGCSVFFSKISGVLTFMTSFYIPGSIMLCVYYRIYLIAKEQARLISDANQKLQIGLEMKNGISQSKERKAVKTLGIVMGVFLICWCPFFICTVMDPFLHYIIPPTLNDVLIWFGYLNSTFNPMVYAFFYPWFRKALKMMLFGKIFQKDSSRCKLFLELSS
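Benchmarks: low control DMSO, high control PEA (EC100); System: CHO RD-HGA16 cells carrying human TAAR1 plus Gα16; Detection: Fluo-8 fluorescence, 5 s baseline then 140 s kinetic read; Schedule: 17-24 h plating, Fluo-8 75 min 37 °C, 30 min RT; Read-out basis: % activation from peak over basal fluorescence ratio, DMSO-to-PEA scaled.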
CHO-K1 Ca antag: nonselective inhibitor or artifact in parental CHO-K1 cells; ATP-induced calcium, Fluo-8 fluorescence; inhibition, % at 3 µM; hit rate 0.6% among 360,000; AID 602250;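 active = inhibition above a per-plate cutoff, the plate's mean sample inhibition plus 3 SD, cut at about 24% in these data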;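 note: 0% = DMSO plus EC80 ATP and 100% = DMSO alone without ATP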
CHO-K1 Ca PAM: nonselective activator or artifact in parental CHO-K1 calcium assay | hit rate 0.02% among 360,000 | activation, % at 3 µM | ATP EC20, Fluo-8 calcium fluorescence; 0% at ATP EC20, 100% at ATP max;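 active = activation above the run cutoff, the mean activation of all test compounds plus 3 SD, cut at about 40% in these data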;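 note: peak over basal fluorescence ratio in a 140 s read after ATP addition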
TAAR1 antag: antagonists of human TAAR1; CHO RD-HGA16 TAAR1, Fluo-8 calcium fluorescence, antagonist; Q96RJ0; inhibition, % at 3 µM; hit rate 1.5% among 360,000;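 active = inhibition above a per-plate cutoff, the mean inhibition of test compounds on that plate plus 3 SD, cut at about 49% in these data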;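 note: 0% = DMSO plus EC80 beta-PEA response and 100% = DMSO alone without agonist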
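test system = CHO RD-HGA16 cells bearing hTAAR1 | replication = singlicate | controls = DMSO-only wells and EC80 β-PEA-stimulated wells | reagent = EC80 β-phenethylamine stimulus | read-out basis = percent inhibition of PEA-evoked calcium signal, max/basal emission ratio | schedule = seeding 17-24 h prior, 75-min 37 °C, 30-min RT dye loading | signal = kinetic Fluo-8 calcium fluorescence measurement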
An asterisk follows results filed as active; nt = not tested or not shown; & = joins results of further samples. This is a random part of the collection; overall some 4.2% were active at least once.

SMILES | CHRM1 antagonist | CHRM1 agonist | OXTR potentiate | CHO parental Ca | M1 ag parental | TAAR1 agonist | CHO-K1 Ca antag | CHO-K1 Ca PAM | TAAR1 antag
COCCN1Cc2cccc(C(=O)Nc3ccccc3OC)c2C1=O | -14 | -5 | -6 | -6 | 0.6 | 11 | -7 | -1 | 12
CC(=O)NCC(=O)OCN1C(=O)c2ccccc2C1=O | -10 | -3 | -3 | 0 | 0.6 | 0 | -17 | 10 | -12
COCCOc1ccc(C(F)(F)F)cc1NC(=O)COC(=O)c1c(C)noc1C | -1 | -3 | -14 | -11 | 0.4 | 11 | -6 | 4 | -7
O=C(Nn1cnnc1)c1ccccc1Cl | -14 | -3 | -7 | -3 | 0.7 | 0 | 1 | 7 | -13
Cn1ncc(Br)c1NC(=O)c1ccco1 | -12 | -4 | -4 | -2 | 0.1 | nt | 6 | -4 | nt
Cc1ccc(NC(=O)CN2CCc3ccccc3C2)cc1S(=O)(=O)N1CCOCC1 | 9 | -6 | 5 | -19 | 4.3 | 14 | 9 | -2 | -23
COc1cccc(N2CC(C(=O)NC3CCCCC3)CC2=O)c1 (stereo not given) | -7 | -4 | -16 | -4 | 0.8 | 1 | -9 | 15 | 3
Cn1c(NNC(=O)C(c2ccccc2)c2ccccc2)cc(=O)n(C)c1=O | -4 | 2 | -2 | -16 | 2.9 | 2 | -6 | 18 | -19
CCOC(=O)C1C(=O)C=C(c2ccc(C)cc2)CC1c1ccco1 (stereo not given) | 2 | -5 | -18 | -18 | 1.4 | 15 | 6 | 8 | 25
CC(C)Cn1c(N)c(C(=O)COC(=O)c2cc(-c3ccco3)nc3ccccc23)c(=O)n(C)c1=O | 16 | 1 | -2 | 2 | 1.9 | 1 | -4 | 3 | 4
Cc1ccc(C(=O)CSc2n[nH]c(-c3ccco3)n2)cc1C | -3 | -6 | -7 | -12 | 0.4 | 5 | -2 | -1 | 3
CCc1ccc(CNC(=O)c2ccc3nc(C4CCCCC4)oc3c2)nc1 | -1 | -4 | -7 | -12 | 0.4 | -1 | 3 | -5 | -11
Cc1ccc(NC(=O)O/N=C/c2ccc(N(C)C)cc2)cc1 | -8 | -1 | -11 | -3 | -0.2 | -1 | 9 | -8 | -23
COc1ccc(C(=O)c2coc3ccc(O)c(CN4CCCCC4)c23)cc1 | -15 | -10 | -3 | -14 | 1.7 | -1 | -8 | 4 | -3
CC(O)CCC(=O)NNC1CC(=O)N(c2ccccc2)C1=O (stereo not given) | -7 | -3 | -4 | 16 | 1.0 | 3 | -9 | 9 | -19
CCN(CCNC(=O)C1CCN(S(=O)(=O)c2cccc3nsnc23)CC1)c1ccccc1 | -7 | -5 | -13 | -10 | 1.1 | 11 | 8 | -1 | -5
CCNC(=O)N1CCN(C(=O)NCC)CC1 | -11 | -5 | 2 | -8 | 0.1 | 2 | -5 | 8 | 6
NC(=O)c1[nH]cnc1N | -21&-8 | -3&-1 | -16&-2 | -3&1 | 0.1&0.1 | 1&1 | 10&5 | 3&1 | -4&-24
COC(=O)c1ccccc1NC(=O)c1cccc(COc2ccccc2Cl)c1 | -17 | 0 | -13 | -13 | 0.8 | 1 | 1 | 0 | 7
Cc1ccc(-c2csc(N3CCC(C(N)=O)CC3)n2)cc1 | -6 | 0 | -2 | -11 | 0.8 | 9 | 3 | 10 | 9
CCOc1ccc(S(=O)(=O)N2CCCC(C(=O)Nc3ccccc3)C2)cc1 (stereo not given) | 4 | -6 | -13 | -7 | 1.3 | -2 | -7 | -17 | -9
C1CCC(CNc2c3c(nc4nnnn24)CCCC3)CC1 | -19 | -3 | -7 | -6 | -0.4 | 6 | -7 | 6 | -2
COC(=O)[C@H](Cc1ccccc1)NC(=O)N1Cc2ccccc2C[C@H]1C(=O)OC | 1 | -8 | -2 | -5 | 1.0 | -1 | -9 | -5 | -14
CCc1ccccc1NC(=O)C1CCN(S(=O)(=O)c2ccc3c(c2)N(C(C)=O)CCO3)CC1 | 0 | -5 | 1 | -8 | 0.3 | 1 | -12 | 3 | -11
Cc1cc(Cl)ccc1OCC(=O)OCC(=O)Nc1cccnc1Cl | -12 | -3 | -9 | -4 | 0.5 | 6 | -12 | 21 | -6
C=C(C)CN(CC)C(=O)Cn1cnc2c(oc3ccccc32)c1=O | -7 | 1 | nt | nt | 0.5 | 0 | -4 | 2 | -24
COc1cc(NC(=O)COC(=O)CCc2cc(OC)c(OC)c(OC)c2)cc(OC)c1 | 1 | -5 | -1 | -14 | 2.4 | 6 | -19 | 3 | 2
COc1ccc(/C(C)=N/NC(=O)c2nnn(-c3nonc3N)c2-c2cccs2)cc1 | 2 | 0 | -3 | 0 | 0.9 | 46* | -12 | 16 | -5
O=C(CSc1nc2ncccc2[nH]1)NC1CCCC1 | -12 | -4 | 4 | -3 | 0.3 | 1 | -10 | 26 | -25
CCOC(=O)C(NC(=O)Cc1ccccc1)(Nc1cc(C)on1)C(F)(F)F (stereo not given) | 0 | -4 | -2 | -14 | -0.3 | -1 | 3 | 9 | -9

Random excerpt: two compounds from above, in no set order.
SMILES | CHRM1 antagonist | CHRM1 agonist | OXTR potentiate | CHO parental Ca | M1 ag parental | TAAR1 agonist | CHO-K1 Ca antag | CHO-K1 Ca PAM | TAAR1 antag
CCNC(=O)N1CCN(C(=O)NCC)CC1 | -11 | -5 | 2 | -8 | 0.1 | 2 | -5 | 8 | 6
C1CCC(CNc2c3c(nc4nnnn24)CCCC3)CC1 | -19 | -3 | -7 | -6 | -0.4 | 6 | -7 | 6 | -2

Continued.
SMILES | CHRM1 antagonist | CHRM1 agonist | OXTR potentiate | CHO parental Ca | M1 ag parental | TAAR1 agonist | CHO-K1 Ca antag | CHO-K1 Ca PAM | TAAR1 antag
Nc1nc(-c2ccccc2)c(CCCNc2ccccc2)c(=O)[nH]1 | -21 | -1 | nt | nt | 0.2 | 2 | -3 | 12 | 10
COc1ccc(NC(=O)C2CCOC(C)(C)C2)cc1 (stereo not given) | -32 | 0 | 0 | -5 | 0.6 | 2 | -6 | 14 | -30
N#CN1CCC(NS(=O)(=O)c2ccc(C(F)(F)F)cc2)CC1 | 0 | -4 | 5 | -6 | 1.4 | 4 | -11 | 13 | 22
Cc1ccc(-c2nc(CS(=O)CC(=O)NC3CCCC3)c(C)o2)cc1 (stereo not given) | -5 | -8 | 4 | -21 | 0.7 | -2 | -12 | 23 | 8
COc1ccc(Cn2nnnc2C(c2ccccc2OC)N2CCC(C(N)=O)CC2)cc1 (stereo not given) | -29 | -2 | -1 | -24 | 0.9 | 13 | -6 | 21 | -4
CCCCn1nc2cc(C(=O)NCCc3ccc(C)cc3)ccc2c1OCC | -16 | -4 | -8 | -15 | -0.2 | 5 | -24 | 18 | -3
CCC1(C)COC(c2ccc(OC)c(OC)c2)OC1 (stereo not given) | -12 | -3 | nt | nt | 0.3 | 4 | -10 | 21 | -19
CCOC(=O)C1=C(Cn2cnc3ccccc32)NC(=O)NC1c1cc(C)ccc1C (stereo not given) | 9 | -8 | -7 | 95* | 4.5 | 58* | 3 | 16 | 65*
C#CCOc1ccc(C2C3=C(CC(C)(C)CC3=O)N(CC(=O)O)C3=C2C(=O)CC(C)(C)C3)cc1OC | -7 | 0 | 2 | 4 | 0.7 | 5 | -4 | 18 | -1
COC(=O)c1ccc(CN2CCC(n3nccc3NC(=O)C3CC3)CC2)cc1 | -7 | 19* | -9 | -1 | 2.1 | 1 | 1 | -4 | -14
CC(=O)C1=C(C)N(Cc2ccccc2)C(=O)N[C@H]1c1cccc(C(F)(F)F)c1 | -9 | -3 | -11 | -19 | 1.4 | 11 | -9 | 11 | 9
O=C(CSc1nc2cc(Cl)ccc2o1)Nc1ccc(N2CCOCC2)cc1 | 11 | -2 | -4 | -13 | 6.2 | nt | -9 | 9 | nt
O=C(Nc1ccc2c(c1)OCO2)C1CC(=O)N(c2ccccc2)C1 (stereo not given) | 9 | -5 | -24 | 4 | 0.4 | -1 | 16 | -5 | 9
Cc1cc(C(=O)NNC(=O)Cc2ccc(Cl)c(Cl)c2)c(C)o1 | -8 | -4 | nt | nt | 0.9 | 1 | -8 | 10 | -9
CCOc1ccc(NC(=O)c2ccc(F)cc2F)cc1 | 2 | -7 | -15 | -7 | -0.8 | 16 | -14 | 9 | 6
COc1cccc(Nc2cc(C)nc3ccccc23)c1 | -11 | -7 | -13 | -29 | 1.5 | 8 | 0 | 8 | -18
CC(C)CCNc1nc(N2CCCC2)c2c(c1C#N)CCN(C)C2 | -5 | -5 | 2 | -21 | -0.1 | 27 | -10 | 18 | -25
COc1ccc(OC)c(NC(=O)CNC(=O)Cn2cnc3sc(C)cc3c2=O)c1 | -7 | -2 | -3 | -15 | 0.2 | -1 | -11 | 20 | -14
C=CCNS(=O)(=O)c1ccc(C(=O)OCc2cc(=O)oc3cc(OC)ccc23)cc1 | 2 | -9 | -3 | -1 | 3.8 | 2 | -11 | 3 | 8
CCC(=O)Nc1c2c(nn1-c1ccc(OC)cc1)CS(=O)C2 (stereo not given) | -27 | -1 | -1 | 6 | -0.2 | 0 | -7 | 9 | 4
COc1cccc(NC2=C(Cl)C(=O)OC2OC(=O)c2ccco2)c1 (stereo not given) | -8 | -10 | -23 | 8 | 2.3 | 10 | -3 | 15 | 3
CC(C)c1nc2n[nH]c(N)c2c2c1CCCC2 | -14 | -2 | -5 | -17 | -0.3 | 9 | 6 | 7 | -1
COc1cc(NC(=O)c2ccccc2)ccc1NC(=O)c1cc2ccccc2o1 | -17 | -1 | -4 | -16 | 1.5 | 2 | -16 | 12 | -3
Cc1ccc(O)c(NC(=O)c2cccc(NC(=O)c3ccco3)c2)c1 | -11 | 2 | -6 | -2 | 5.1 | 12 | 1 | 15 | 1
Cc1cnc(C(=O)N2CCCC(C(=O)c3ccc(C(F)(F)F)cc3)C2)cn1 (stereo not given) | 0 | -5 | -4 | -23 | 0.7 | 4 | -6 | 11 | -9
O=c1cc(-c2nn[nH]n2)[nH]c(=O)[nH]1 | -19 | -1 | nt | nt | 0.7 | 0 | -10 | 10 | -1
COc1ccc(C(=O)Nc2c3c(nn2-c2ccc(Cl)cc2)CS(=O)(=O)C3)cc1 | -14 | 2 | -7 | -9 | 1.4 | 2 | -13 | -2 | -12
CCOC(=O)c1c(N)c2cc([N+](=O)[O-])ccc2n1C | -6 | -2 | -5 | -11 | 1.3 | 2 | -9 | 17 | -31
COc1cccc(/C=N/NC(=O)COc2cccc3cccnc23)c1O | -10 | -4 | -5 | -20 | 4.8 | 8 | -7 | 11 | 8
CCCNC(=S)N1CCC(NC(=O)C2CCCCC2)CC1 | 3 | -3 | -12 | -14 | 0.5 | 1 | -19 | 10 | -27
